# Screens deposited in PubChem BioAssay by National Center for Advancing Translational Sciences (NCATS).
# TGFb inhibitor = inhibitors of TGF-b signaling; HepG2 CAGA-GFP TGF-b/SMAD3 reporter, GFP fluorescence, 18 h; TGF-beta stimulated, 500 pg/mL final; Potency, µM (top dose mostly 46.1 µM), for inactives: at the top dose activity, negative = inhibition, most hits filed as inhibitors; hit rate 1.2% among 410,000; note: potency is the fitted concentration of half-maximal effect; % is set by controls: 0 for no effect and ±100 for the full control effect; nearly all actives have a fitted effect of over 65% in size
#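 GFP signal (ex488/em500-530) from TGF-beta-stimulated HEPG2 CAGA-GFP cells, 500 pg/mL final, 18 h at 37 degrees C in DMEM plus 1% FBS, normalized to unstimulated and DMSO-stimulated controls.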
# Nrf2 ARE act = activators of Nrf2 (ARE) signaling; AREc32 ARE-luciferase reporter (MCF7-derived line), luminescence, 24 h; Potency, µM (highest dose often 46.1 µM), for the others: at the top dose activation, usual class: activators; hit rate 0.31% among 410,000; note: potency is the fitted concentration of half-maximal effect; % of control where 0% means no effect; nearly all actives have a fitted effect of over 65% in size
#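 AREc32 cells carrying an ARE-driven firefly luciferase reporter were seeded at 1000 cells/well in OPTI-MEM with 5% FBS, then exposed to compound for 24 hr at 37 deg C. Luminescence was read with Steady-Glo after 30 min at RT.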
# HepG2 tox = HepG2 cytotoxicity, counter-screen for TGF-b inhibitors; Potency, µM (doses to about 46.1 µM), for inactives: at the highest dose activity change, negative = cytotoxicity, usual class: cytotoxic; HepG2 CAGA-GFP viability, ATP luminescence, 18 h; hit rate 0.76% among 410,000; note: potency is the fitted concentration of half-maximal effect; some results filed as inactive show a strong effect at the top dose
#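 CellTiter-Glo luminescence gave cytotoxicity after 18 hours at 37 degrees C. The cells were HepG2 CAGA-GFP in 1% FBS DMEM, stimulated with 500 pg/mL TGF-beta after compound addition. %Activity was normalised to no-cell wells (complete cell-killing) and DMSO (no toxicity), and curves were fitted and classified.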
# Akt phos inh = blocks phosphorylation of Akt; AID 651550; Neuro2A IGF-stimulated pAkt S473 HTRF, 20 min; active compounds read low; activity change, % for hits at 50 µM; hit rate 0.32% among 360,000; in the data active = activity change below about -80%; inconclusive = mostly about -51% to -80%; note: % is set by controls: 0 for no effect and ±100 for the full control effect
#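 Neuro2A cells (4,500/well, DMEM with 0.5% FBS) were treated with compound at a single 50 µM final concentration, stimulated with 6 nM IGF for 20 min at 37 °C, and lysed. Phospho-Akt Ser473 was read by HTRF as 665/615 ratio ×10^4.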
# A549 viability = A549 cytotoxicity, counter-screen for Nrf2 inhibitors | hit rate 0.16% among 390,000 | AID 504648 | Potency, µM (series often up to 46 µM), for the others: top-dose activity change, negative = cytotoxicity, most hits filed as inhibitors | A549 ARE-Fluc cells, CellTiter-Fluor viability, 18-24 h; note: potency is the fitted concentration of half-maximal effect; % is set by controls: 0 for no effect and ±100 for the full control effect
#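 A549 ARE_Fluc cells in 5% FBS OPTI-MEM were exposed to compounds in concentration-response for 18-24 h at 37 deg C. Viability was read by CellTiter-Fluor fluorescence (Ex 405/Em 525) after 30 min, before the luciferase read.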
# ATXN viability = reduces viability in counter-screen for ATXN expression inhibitors; Potency, µM (series often up to 56.7 µM), most hits filed as cytotoxic; S2 cells (HEK-293 line with an ATXN2-luciferase reporter) viability, CellTiter-Fluor protease fluorescence, 24 h; AID 651635; hit rate 0.49% among 400,000; note: potency is the fitted concentration of half-maximal effect; nearly all actives have a fitted effect of over 40% in size
# Nrf2 block = Nrf2 pathway inhibition | A549 ARE-Fluc reporter, luciferase luminescence, 18-24 h | Potency, µM (highest dose often 46 µM), inactives show top-dose activity change, negative = inhibition, hits mostly inhibitors | hit rate 2.1% among 360,000; note: potency is the fitted concentration of half-maximal effect; % is set by controls: 0 for no effect and ±100 for the full control effect; nearly all actives have a fitted effect of over 60% in size
#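 Reporter: ARE-Fluc in A549. Exposure: 18-24 h, 37 °C, 5% CO2, 5% FBS OPTI-MEM. Readouts: fluorescent cytotoxicity (CellTiter-Fluor), then luminescent Nrf2 signal after BugLite.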
# Mm-Cpn inhibitor = inhibitors of Methanococcus maripaludis chaperonin (MmCpn); Potency, µM (doses to about 76.9 µM), without a hit: top-dose activity, negative = inhibition, usual class: inhibitors; purified Mm-Cpn ATPase, ADP Transcreener TR-FRET; hit rate 0.031% among 330,000; AID 504842; note: potency is the fitted concentration of half-maximal effect; % is set by controls: 0 for no effect and ±100 for the full control effect; nearly all actives have a fitted effect of over 80% in size
#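 Purified archaeal chaperonin (25 nM final) was preincubated with compound for 10 min at 37°C, then ATP (10 uM final) was added for 30 min at 37°C in Tris pH 7.4/KCl/MgCl2/DTT buffer. ADP was quantified by HTRF Transcreener TR-FRET.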
# CCT modulator = cytosolic chaperonin activity modulation. purified chaperonin ATPase assay, HTRF ADP detection, 30 min. activity change, % (no concentration beside the values), hits read low. hit rate 0.3% among 360,000. AID 651819; in the data active = activity change below about -30%; note: % is set by controls: 0 for no effect and ±100 for the full control effect
#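 First, chaperonin was dispensed at 40 nM or 20 nM final depending on batch activity. Next, compounds were pinned at 76 uM and ATP added at 10 uM. After 30 min at 37 °C, ADP detection reagents ran 30 min at ambient temperature.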
# Starred values were filed as active, the others as inactive; i = inactive; ? = inconclusive; nt = no result given; [ ] = dose if it differs, or a comment. Unless noted, calls come from the whole dose curve; as a rule, active = well fitted curve in the direction sought with a large enough effect; inconclusive = small, poorly fitted or top-dose-only effect, or another doubt; inactive = no such curve, though single readings can be large; an effect the other way counts as inactive or inconclusive.
SMILES	HepG2 tox	Mm-Cpn inhibitor	TGFb inhibitor	Nrf2 block	Nrf2 ARE act	A549 viability	ATXN viability	Akt phos inh	CCT modulator
O=C(C(c1ccccc1)c1ccccc1)N1CCN(c2ccccn2)CC1	-9%	-8%	-9%	?	4.0%	4%	i	i	0.5
CN(Cc1cnn(-c2ccccc2)c1)C(=O)c1cccc(S(=O)(=O)Nc2ccccc2F)c1	-11%	nt	-1%	nt	-1.5%	nt	i	i	0.7
CC1CCN(C(=O)C2CCCN2S(=O)(=O)c2ccc(Cl)cc2)CC1 (centres undefined)	20%	1%	-6%	5%	0.4%	-13%	i	i	-2.2
COc1ccc(-c2ccc(CCC(=O)O)n2NC(=O)c2ccc(O)cc2)cc1	-4%	0%	-1%	-5%	-0.9%	-16%	i	i	-1.2
CC(C)(C)OC(=O)CNC(=O)c1[nH]cnc1C(=O)NCCCCCN	-17%	0%	-9%	-5%	-0.3%	1%	i	i	-0.4
Cc1ccc2nc(C)cc(C(=O)OCC(=O)c3ccc(Cl)c([N+](=O)[O-])c3)c2c1	-10%	0%	7%	nt	?	3%	i	i	-0.9
CCOC(=O)c1cnc2c(C#N)c(C)nn2c1C	0%	2%	0%	-20%	2.9%	-18%	i	i	-1.7
O=C(NCc1ccc2c(c1)OCO2)c1nc(Cn2ccc([N+](=O)[O-])n2)no1	5%	1%	20%	8%	0.6%	-1%	nt	i	2.5
O=C(O)c1cc2cc(Cl)ccc2[nH]1	-10%	nt	-1%	-7%	-1.3%	2%	i	i	-1.8
Cc1cccc(OCCC(=O)NCC(c2ccccc2)N(C)C)c1 (centres undefined)	10%	1%	-11%	15%	-0.1%	?	i	i	-1.7
Cc1ccccc1C(=O)Nc1ccccc1-c1nc(-c2ccccc2)no1	-59%	nt	-59%	?	3.1%	2%	nt	nt	nt
COc1ccc(/C=C2\SC(=S)N(CCC(=O)Nc3cccc(C(=O)O)c3)C2=O)cc1OC	0%	1%	-12%	4%	-0.7%	-7%	i	i	-0.8
CCS(=O)(=O)N1CCN(Cc2ccc([N+](=O)[O-])cc2)CC1	-5%	-2%	?	10%	0.0%[9.22 µM]	0%	i	i	1.6
Cc1nc(-c2cccc(NC(=O)C(C)Oc3ccccc3)c2)cs1 (centres undefined)	9%	-2%	?	?	3.7%	-8%	i	i	-1.5
Nc1nc(SCC(=O)NCc2ccco2)[nH]c(=O)c1-c1ccccc1	8%	1%	-2%	3%	-0.7%	11%	i	i	1.5
Cc1ccc(-n2ccc(=O)c(C(=O)O)n2)cc1	-12%	1%	0%	5%	-0.1%	15%	i	i	3.1
Cc1ccc(S(=O)(=O)N2CCOCC2)cc1C(=O)OCC(=O)NC1CC1	-8%	-3%	-2%	-3%	-0.8%	0%	i	i	-0.7
COc1ccc(C2(C(=O)NCCN3CCOCC3)CCOCC2)cc1	4%	-1%	27%	13%	-0.8%	1%	i	i	-0.6
N#Cc1ccsc1NC(=O)C1CCN(C(=O)c2ccc(F)cc2)CC1	2%	-3%	-1%	10%	0.5%	0%	i	i	0.6
CSC1=C(C#N)C(c2ccccc2C)C(C#N)=C(N)N1 (centres undefined)	1%	0%	-27%	?	0.5%	nt	i	i	-1.8
COCCNC(=O)Cn1cnc2c1c(=O)n(C)c(=O)n2C	-15%	1%	?	nt	0.1%	0%	i	i	-0.9
CCC(O)CNc1nc(-n2nc(C)cc2C)nc2sc3c(c12)CC(C)(C)OC3 (centres undefined)	14%	1%	-3%	17%	-0.3%	25%	i	i	-5.1
CN(C)c1nc(F)c(F)c(S(=O)(=O)c2ccccc2)c1F	-1%	-1%	6%	4%	?	7%	i	i	-3.6
COc1cccc(NC(=O)CN(C)C(=O)c2cc(Cl)nc3ccccc23)c1	-5%	nt	?	nt	-0.3%	nt	i	i	-1.2
C[C@H](NC(=O)[C@H]1N2C(=O)c3ccccc3C2SC1(C)C)C(=O)N1CCC[C@H]1C(=O)O (some centres undefined)	-1%	0%	-7%	8%	0.1%	7%	i	i	0.2
O=C1NC[C@H](Cc2ccc(O)cc2)N(C[C@@H]2CCCN2C[C@H](Cc2ccccc2)N2C[C@H](Cc3ccc(O)cc3)N(CC3CCCCC3)C(=O)C2=O)C1=O	nt	nt	nt	nt	-1.1%	nt	i	i	-2.8
CCOc1cc(C#N)c(NC(=O)c2ccc(OC)c(S(=O)(=O)N3CCCC3)c2)cc1OCC	-8%	nt	0%	-12%	0.4%	-18%	i	nt	nt
CC1Sc2ccc(S(=O)(=O)CCC(=O)N3CCN(c4ccccc4)CC3)cc2NC1=O (centres undefined)	-4%	0%	-16%	8%	-0.5%	-3%	i	i	-11
O=C(Cc1ccccc1F)NC1CCCN(Cc2ccc(Cl)cc2)C1 (centres undefined)	-6%	-1%	-3%	3%	0.2%	0%	i	i	-0.6
COc1cc2nc(SCC(=O)NCCc3ccccc3)n(Cc3ccco3)c(=O)c2cc1OC	-17%	-2%	2%	11%	-0.1%	-7%	nt	nt	-0.2
COc1ccc(-c2nc(CS(=O)CC(=O)NCCCN3CCCC(C)C3)c(C)o2)cc1OC (centres undefined)	-2%	1%	1%	6%	-0.2%	2%	i	i	-0.2
CN(c1ccc(C(=O)N2CCN(c3ccccc3F)CC2)cc1)S(=O)(=O)c1ccccc1	2%	0%	1%	?	-0.2%	-11%	i	i	0.7
CN1C(=O)c2ccc(C(=O)NCc3ccc4c(c3)OCO4)cc2C1=O	-34%	0%	-4%	2%	0.4%	9%	i	i	-1.6
CCOC(=O)N1CCN(C(=O)C(=O)NN)CC1	1%	-2%	-3%	-6%	2.3%	2%	i	i	-1.2
CCN1CCN(c2ccc(S(=O)(=O)N3CCCCC3)cc2NC(=O)c2cccc(C)c2)CC1	-4%	1%	-14%	-5%	1.7%	-2%	i	i	1.3
Cc1ccc(CNC(=O)c2ccc3c(c2)N(Cc2cccc(C)c2)C(=O)CS3)cc1	-21%	nt	0%	10%[9.27 µM]	0.4%	0%	i	nt	nt
Cc1ccccc1NS(=O)(=O)c1ccc(C(=O)N2CCN(S(=O)(=O)c3ccccc3)CC2)cc1	-10%	-4%	-4%	?	0.0%	-16%	i	i	0.2
Cc1cc(C)nc(N(C#N)CCOc2ccc(Cl)cc2)n1	-10%	4%	1%	-25%	2.5%	13%	i	i	-4.1
CC(C)[C@H](NC(=O)[C@H](Cc1ccccc1)n1c(=O)[nH]c2ccccc2c1=O)C(=O)N1CCC[C@@H]1C(=O)O	5%	1%	14%	7%	0.2%	1%	i	i	0.0
O=C(CSc1nc2[nH]ncc2c(=O)[nH]1)Nc1ccccc1C(F)(F)F	0%	1%	0%	7%	-0.2%	-8%	i	i	-1.9
Cc1c(C(=O)NCCCN2CCOCC2)oc2c1C1(CCC2)SCCS1	-2%	-2%	7%	4%	4.1%	-3%	i	i	0.3
Cc1cccc(NC(=S)Nc2ccc(Cl)c(Cl)c2)c1	-43%	0%	?	?	3.7%	7%	i	i	2.4
CSc1ccc(S(=O)(=O)Nc2c(C)cccc2C)cc1	2%	0%	-9%	?	-0.7%	-7%	i	i	-3.6
Cc1cc(=O)[nH]c(Cc2ccc(OC(C)C)cc2)n1	-3%	0%	-11%	-7%	-0.2%	0%	i	i	2.1

# Sorted by number of heavy atoms (smallest number first): nine of the compounds above.
SMILES	HepG2 tox	Mm-Cpn inhibitor	TGFb inhibitor	Nrf2 block	Nrf2 ARE act	A549 viability	ATXN viability	Akt phos inh	CCT modulator
Cc1cc(=O)[nH]c(Cc2ccc(OC(C)C)cc2)n1	-3%	0%	-11%	-7%	-0.2%	0%	i	i	2.1
CSc1ccc(S(=O)(=O)Nc2c(C)cccc2C)cc1	2%	0%	-9%	?	-0.7%	-7%	i	i	-3.6
Cc1cc(C)nc(N(C#N)CCOc2ccc(Cl)cc2)n1	-10%	4%	1%	-25%	2.5%	13%	i	i	-4.1
O=C(CSc1nc2[nH]ncc2c(=O)[nH]1)Nc1ccccc1C(F)(F)F	0%	1%	0%	7%	-0.2%	-8%	i	i	-1.9
Cc1c(C(=O)NCCCN2CCOCC2)oc2c1C1(CCC2)SCCS1	-2%	-2%	7%	4%	4.1%	-3%	i	i	0.3
Cc1ccc(CNC(=O)c2ccc3c(c2)N(Cc2cccc(C)c2)C(=O)CS3)cc1	-21%	nt	0%	10%[9.27 µM]	0.4%	0%	i	nt	nt
CCN1CCN(c2ccc(S(=O)(=O)N3CCCCC3)cc2NC(=O)c2cccc(C)c2)CC1	-4%	1%	-14%	-5%	1.7%	-2%	i	i	1.3
Cc1ccccc1NS(=O)(=O)c1ccc(C(=O)N2CCN(S(=O)(=O)c3ccccc3)CC2)cc1	-10%	-4%	-4%	?	0.0%	-16%	i	i	0.2
CC(C)[C@H](NC(=O)[C@H](Cc1ccccc1)n1c(=O)[nH]c2ccccc2c1=O)C(=O)N1CCC[C@@H]1C(=O)O	5%	1%	14%	7%	0.2%	1%	i	i	0.0
